PLK1 PBD inh = PLK1 (human) polo-box domain binding inhibition; P53350; Plk1 PBD binding of FITC phosphopeptide, fluorescence polarization; Potency, µM, for the others: max response, negative = inhibition, hits mostly inhibitors; 360,000 compounds, 2.8% hits; further: potency means the concentration at half of the fitted maximal effect; series mostly up to about 57 µM; on the % scale 0 is the no-effect control and ±100 the full control effect; nearly all actives have a fitted effect of over 65% in size
FUS suppressor = rescues growth of FUS-expressing yeast | S. cerevisiae FUS-expressing, growth rescue, OD600, 24 h | Potency, µM (highest dose often 76.6 µM), for inactives: top-dose growth rescue (activation), usual class: activators | 390,000 compounds, 0.24% hits;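 further: potency means the concentration at half of the fitted maximal effect; plate controls were DMSO vehicle for no effect and reference control for full effect; nearly all actives have a fitted effect of over 55% in size; some results filed as inactive show a strong effect at the top dose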
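FUS-expressing yeast, raffinose-pregrown, induced in 2% galactose minimal medium at OD 0.005; compounds in a dilution series, 24hr at 30C. Growth restoration read as absorbance at 600 nm. CP55940 positive control, DMSO negative.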
EPAC1 agonist = activates human EPAC1 exchange factor. EPAC1 agonist qHTS, biochemical assay; response scale: 100% = response to 6.5 mM cAMP. Potency, µM (highest dose often 154 µM), for inactives: top-dose activation, usual class: activators. 360,000 compounds, 0.073% hits. AID 720707; further: potency means the concentration at half of the fitted maximal effect; nearly all actives have a fitted effect of over 60% in size
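Compounds were pinned as a concentration titration into mixtures of EPAC1 (100 nM), BODIPY-GDP-loaded Rap1B (250 nM) and GDP (50 uM). After 5 min at room temperature, fluorescence was followed for 30 min; activity was scaled to 6.5 mM cAMP.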
aSyn yeast inh = alpha-synuclein toxicity inhibition in yeast. Yeast expressing alpha-synuclein, growth rescue, BacTiter-Glo, 24 h. Potency, µM (highest dose often 46.1 µM), for the others: at the highest dose growth rescue (activation), usual class: activators. 370,000 compounds, 0.14% hits. AID 652106; further: potency means the concentration at half of the fitted maximal effect; % of control where 0% means no effect; nearly all actives have a fitted effect of over 65% in size
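Rescue of yeast growth: cells expressing toxic alpha-synuclein, induced in galactose at OD600 0.02, incubated with compound 24 h at 30 C. ATP luminescence quantified growth; inhibitors of toxicity appear as activators.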
EPAC1 antagonist = blocks human EPAC1 exchange factor | EPAC1 GEF assay, Rap1b-BODIPY-GDP exchange fluorescence | O95398 | Potency, µM (titrated, usually from 115 µM), inactives show top-dose activity change, negative = inhibition, usual class: inhibitors | 360,000 compounds, 0.14% hits;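 further: potency means the concentration at half of the fitted maximal effect; plate controls were vehicle for no effect and positive control for full effect; nearly all actives have a fitted effect of over 50% in size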
WRN inhibitor = inhibitors of human WRN helicase. Q14191. WRN helicase unwinding, fluorescent forked duplex, kinetic. Potency, µM (top dose mostly 114 µM), without a hit: top-dose activity change, negative = inhibition, hits mostly inhibitors. 360,000 compounds, 0.46% hits; further: potency means the concentration at half of the fitted maximal effect; on the % scale 0 is the no-effect control and ±100 the full control effect; nearly all actives have a fitted effect of over 55% in size
Target sequence (Q14191 whole entry, looked up): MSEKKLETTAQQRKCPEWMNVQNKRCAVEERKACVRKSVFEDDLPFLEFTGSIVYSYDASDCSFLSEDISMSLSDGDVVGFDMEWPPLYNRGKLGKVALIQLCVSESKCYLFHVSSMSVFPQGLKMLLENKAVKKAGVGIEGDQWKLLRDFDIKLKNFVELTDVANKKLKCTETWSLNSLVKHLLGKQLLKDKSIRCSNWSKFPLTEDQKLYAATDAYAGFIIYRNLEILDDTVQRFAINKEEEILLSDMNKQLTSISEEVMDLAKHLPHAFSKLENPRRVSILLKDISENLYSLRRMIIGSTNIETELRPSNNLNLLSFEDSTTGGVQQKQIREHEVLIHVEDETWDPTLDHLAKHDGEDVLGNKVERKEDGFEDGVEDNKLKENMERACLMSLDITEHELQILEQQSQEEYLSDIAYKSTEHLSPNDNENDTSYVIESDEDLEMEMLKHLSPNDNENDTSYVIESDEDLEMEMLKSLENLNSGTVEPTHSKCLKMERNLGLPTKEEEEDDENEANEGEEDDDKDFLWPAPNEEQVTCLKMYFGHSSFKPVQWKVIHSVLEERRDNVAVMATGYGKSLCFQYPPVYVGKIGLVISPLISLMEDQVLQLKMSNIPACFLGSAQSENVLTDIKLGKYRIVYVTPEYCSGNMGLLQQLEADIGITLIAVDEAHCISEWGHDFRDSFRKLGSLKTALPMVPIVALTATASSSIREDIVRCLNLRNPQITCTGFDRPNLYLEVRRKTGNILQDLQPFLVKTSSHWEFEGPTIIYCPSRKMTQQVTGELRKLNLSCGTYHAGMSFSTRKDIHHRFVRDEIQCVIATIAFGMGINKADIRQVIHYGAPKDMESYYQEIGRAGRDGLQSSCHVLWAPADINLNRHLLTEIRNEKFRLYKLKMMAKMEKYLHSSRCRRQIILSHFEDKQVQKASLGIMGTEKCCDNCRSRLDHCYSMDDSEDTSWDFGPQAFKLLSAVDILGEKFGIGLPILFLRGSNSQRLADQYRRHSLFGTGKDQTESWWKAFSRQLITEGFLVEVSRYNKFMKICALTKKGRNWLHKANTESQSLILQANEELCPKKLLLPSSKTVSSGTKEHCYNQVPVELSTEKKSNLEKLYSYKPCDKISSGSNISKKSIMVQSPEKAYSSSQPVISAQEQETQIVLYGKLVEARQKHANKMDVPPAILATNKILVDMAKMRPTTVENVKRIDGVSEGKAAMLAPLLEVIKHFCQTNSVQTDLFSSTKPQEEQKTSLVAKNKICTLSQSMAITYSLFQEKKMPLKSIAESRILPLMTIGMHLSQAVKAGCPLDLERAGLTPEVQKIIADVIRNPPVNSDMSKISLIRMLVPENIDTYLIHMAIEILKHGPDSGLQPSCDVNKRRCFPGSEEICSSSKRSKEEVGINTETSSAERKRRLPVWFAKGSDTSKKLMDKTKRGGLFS
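Kinetic fluorescence helicase assay: unwinding of a quenched forked DNA duplex (100 nM final) with 2 mM ATP final raises red fluorescence (525/598 nm). Compounds sat 15 min at room temperature with 20 nM WRN beforehand.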
PI5P4K alpha inh = inhibitors of human PI5P4K alpha; P48426; PI5P4Kalpha enzyme, ADP-Glo luminescence, 60 min; active compounds read low; max response, %; 330,000 compounds, 1.2% hits; AID 652105; active means max response of -50% or lower; inconclusive means between -30% and -50%; inactive means -30% or higher; further: value at the top dose of about 77 µM; on the % scale 0 is the no-effect control and ±100 the full control effect
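Quantitative HTS of the MLSMR library against PI5P4Kalpha with substrate. ATP added last at 5 microM final; room temperature, 60 minutes. Remaining ATP depleted, ADP converted and read as luminescence.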
Abeta rescue = restores growth of yeast expressing A-beta42 peptide | yeast expressing A-beta42, growth rescue, OD600, 48 h; response scale: 0% DMSO, 100% iron-clioquinol control | Potency, µM (doses to about 46.1 µM), without a hit: at the highest dose growth rescue, hits mostly activators | 410,000 compounds, 0.063% hits; further: potency means the concentration at half of the fitted maximal effect; nearly all actives have a fitted effect of over 55% in size
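Yeast growth medium received pinned compounds, then yeast cells expressing toxic A-beta were added; plates incubated at 30 C for 48 hr. Growth read as absorbance at 600 nm, normalized to DMSO and equimolar FeCl3 plus clioquinol controls.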
IL2 activator = IL-2 activation | IL-2 activation reporter assay, cell-based qHTS; stimulated with anti-CD3/CD4/CD28 beads; in transgenic mouse T cells | activation, % (series mostly up to about 46 µM) | 360,000 compounds, 0.065% hits | AID 652025; in the data active means activation above about 50%; inconclusive means mostly about 30% to 49%; further: 0% is about no effect
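First, unstimulated transgenic mouse T cells were exposed to compound for 60 min. Next, anti-CD3/anti-CD4-coated beads with anti-CD28 were added. Finally, after 18 h at 37 degrees C, EGFP and DsRed were imaged.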
Active calls of the source: *; ? = inconclusive; nt = not tested or not shown; & = joins results of further samples; [ ] = another dose, or the depositor's remark. Unless noted, the call rests on the fitted dose curve; in most records, active means well fitted curve in the direction sought with a large enough effect; inconclusive means small, poorly fitted or top-dose-only effect, or another doubt; inactive means no such curve, though single readings can be large; an effect the other way counts as inactive or inconclusive.

Under each structure – IL2 activator	PI5P4K alpha inh	aSyn yeast inh	WRN inhibitor	PLK1 PBD inh	FUS suppressor	EPAC1 antagonist	Abeta rescue	EPAC1 agonist
> CC1=C(C(=O)N2CCOCC2)CC(CC(=O)NCCN2CCOCC2)C(=O)N1Cc1ccc(F)cc1 (configuration not stated)
 : 1.8	-2.5	-2.9%	-0.4%	10.6%	1.5%	-5.3%	-2.7%	6.8%
> O=C(NNC(=S)NC(=O)c1cccs1)c1cccnc1
 : 0.1	5.8	-0.2%	-4.5%	-23.8%	9.8%	12.2%	0.1%	-7.3%
> COCCNC(=O)/C(C#N)=C/c1c(N2CCCCCC2)nc2c(C)cccn2c1=O
 : -4.1	11.9	-4.1%	0.6%	-5.5%	26.3%	-2.3%	-4.2%	-2.6%
> CCCCn1c(N)c(N(CCC(C)C)C(=O)CSc2nc3ccccc3n2C)c(=O)[nH]c1=O
 : -3.1	1.6	-8.8%	1.4%	-28.5%	nt	-14.9%	-0.7%	-30.9%[inhibitor]
> COc1ccc(N(CC(=O)N2CCN(C)CC2)S(=O)(=O)c2ccccc2)cc1OC
 : -1.5	0.0	-25.1%	4.5%	-6.9%	6.8%	13.1%	-12.6%	-5.2%
> CCOc1cc(C2C3=C(CCCC3=O)NC3=C2C(=O)CCC3)ccc1OCCO
 : -3.0	2.1	-1.0%	-18.7%	0.1%	-25.5%	-12.0%	1.9%[9.22 µM]	8.6%
> CCC(Oc1ccccc1)C(=O)Nc1nnc(C)s1 (configuration not stated)
 : 0.9	-3.6	-6.3%	1.2%	?	-6.5%	7.5%	-2.3%	-7.8%
> Cc1ccc(C(=O)N/C(=C\c2ccc(Cl)cc2)C(=O)NCCN2CCOCC2)cc1
 : 0.7	-4.3	2.7%	0.0%	3.8%	-11.2%	-1.6%	3.0%	0.7%
> Cc1ccc(NCC(=O)c2ccc(C)cc2)cc1
 : -0.5	2.2	0.8%	6.3%	-9.6%	-20.5%	2.8%	-11.4%	1.0%
> CCOC(=O)c1cc(CC)sc1NC(=O)c1cc(OCC)c(OCC)c(OCC)c1
 : -0.3	nt	0.9%	2.0%	26.7µM*	54.0%	-0.9%	-8.6%	-1.2%
> Cc1ccc(S(=O)(=O)N(C)C)cc1NC(=O)CCNC(=O)c1ccccc1Cl
 : -0.7	-2.1	0.9%	-9.1%	1.3%	-13.3%	-30.0%	9.1%	2.6%
> O=C(CCNS(=O)(=O)c1cccc(Cl)c1)OCC(=O)N1CCN(C(=O)c2ccco2)CC1
 : 0.2	-23.4	-5.7%	?	-13.0%	17.1%	-16.1%	15.7%	-0.3%
> O=C(N[C@@H](Cc1ccccc1)C(=O)OCC(=O)N1CCOCC1)c1cccs1
 : -1.3	0.1	0.6%	1.4%	-8.2%	-15.2%	8.3%	7.1%	15.2%
> COc1ccc(CN(C(=O)CCC(=O)N2CCCCC2)c2nccs2)cc1OC
 : -0.2	-6.9	3.1%	6.4%	-18.4%	9.5%	7.3%	-5.0%	7.4%
> COC(=O)[C@@H]1C2CCC(C(=O)Nc3ccccc3)(CC2)[C@@H]1C(=O)OC
 : -0.3	-2.7	-7.8%	-23.5%	-7.3%	-28.4%	-3.6%	9.9%[9.22 µM]	5.4%
> CCOC(=O)c1c(C)[nH]c(-c2csc(N)n2)c1C
 : 1.3	-2.1	0.5%	-10.2%	?	38.4%	0.1%	-8.7%	6.4%
> CCCCCCCCN1C(=O)[C@H](CC(=O)N2CCOCC2)C[C@@]2(C(=O)OC)CC(C)(C)CC=C12
 : 1.4	12.0	?	-0.1%	-2.7%	12.6µM*	-17.5%	9.1%	-25.7%
> CC(C)C[C@@H](CN)NC(=O)c1nc[nH]c1C(=O)N[C@@H](Cc1ccccc1)C(=O)CNC[C@H](C)NC(=O)c1nc[nH]c1C(=O)N[C@@H](CC(=O)O)C(=O)O
 : 0.1	1.3	-0.2%	8.4%	-8.1%	2.2%	?	4.0%	-12.4%
> O=C1[C@H]2[C@@H](c3ccccc3)N[C@]3(CCCN(Cc4ccc(C(F)(F)F)cc4)C3=O)[C@H]2C(=O)N1Cc1ccccc1
 : -3.4	-2.2	10.0%	0.0%	-3.8%	?	-16.7%	3.0%	-20.8%
> COc1cc(S(=O)(=O)N2CCOCC2)c(OC)c(S(=O)(=O)N2CCOCC2)c1
 : -1.9	nt	-2.9%	-11.5%[57.1 µM]	-3.2%	-1.4%	0.6%	10.8%	2.1%
> COc1ccc(S(=O)(=O)N2CCC(C(=O)NCCC(=O)NCc3ccccc3OC)CC2)cc1
 : 1.1	1.2	2.0%	-2.3%	-0.9%	15.2%	-10.6%	-13.1%	1.2%
> O=C(NC1(C(F)(F)F)NC(=O)N(Cc2cccnc2)C1=O)c1ccncc1 (configuration not stated)
 : 9.2	nt	-2.3%	-1.7%	-5.6%	-22.3%	15.3%	14.4%	12.4%
> CCOC(=O)C1CCN(Cc2nc3ccccc3c(=O)n2-c2ccc(OCC)cc2)CC1
 : 4.1	nt	-1.8%	-11.8%	-2.3%	10.3%	?	0.0%	3.2%
> CCC(C)NC(=O)c1c(F)c(F)c(F)c(F)c1F (configuration not stated)
 : 11.7	-1.4	-4.0%	-13.2%	1.7%	-40.8%	-3.2%	8.2%[9.22 µM]	-1.0%
> O=C(OCc1ccc(COC(=O)c2cccnc2Cl)cc1)c1cccnc1Cl
 : -1.0	0.7	-2.6%	5.4%[57.1 µM]	-26.1%	-12.7%	-17.6%	-3.0%	15.1%
> O=C(/C=C/c1ccccc1F)c1cccc([N+](=O)[O-])c1
 : -5.5	-0.3	12.6%	-17.0%	?	-8.6%	-20.3%	9.2%	-8.7%
> CCCCCCn1cc(C(=O)O)c(=O)c2cc(F)c(N3CCCCC3)cc21
 : -0.1	2.8	-8.5%	-3.8%	-24.8%	-9.4%	-3.5%	-23.1%	-0.7%
> CCCc1nc2c(sc3nc4c(cc32)COC(C)(C)C4)c(=O)n1CCN(CC)CC
 : -0.6	3.7	-0.3%	-6.4%	-8.9%	-0.8%	-4.6%	20.6%	4.0%
> O=C(O)c1ccc(/C=N/NC(=S)NCc2ccccc2)cc1
 : 1.2	?	-10.8%	4.0%	-12.9%	43.0%	-6.0%	2.2%	14.8%
> COc1cc(NC(=O)C2CCCCC2)c(OC)cc1NC(=O)c1ccco1
 : -0.7	0.9	-6.1%	-12.1%	-9.1%	17.2%	-0.1%	3.9%	6.4%
> COc1c(S(=O)(=O)N2CCCCC2)ccc2c(S(=O)(=O)N3CCCCC3)cccc12
 : 0.9	-0.1	-0.5%	8.9%	-6.4%	14.8%	10.4%	4.2%	6.6%
> Cc1ccc(CNC(=O)CNC(=O)c2ccc(C(C)(C)C)cc2)n1C
 : 0.9	-1.0	-17.7%	-4.2%	-6.9%	3.8%	2.2%	12.8%	-18.4%
> COC(=O)/C=C/c1sc2nc(C)cc(C)c2c1N=CN(C)C
 : 1.5	-8.2	-0.9%	-25.7%	?	19.1%	-9.2%	3.1%	-3.0%
> CC(=O)c1cccc(N=Cc2c(O)c3ccccc3oc2=O)c1
 : -1.4	3.8	10.3%	2.7%	-3.5%	-12.6%	-5.9%	9.9%	-4.0%
> CC12C=CC3(O1)C(C(=O)N(c1cccnc1)C3C(=O)NC1CCCCC1)C2C(=O)Nc1ccccc1 (configuration not stated)
 : -1.3	3.7	-1.4%	-3.0%	-0.8%&-4.2%	10.6%	5.9%	8.3%	3.3%
> COC1CCN(C(=O)C2CCC(=O)N(C3CCCCCC3)C2)CC1 (configuration not stated)
 : -0.7	3.1	-2.1%	6.0%	-0.8%	-3.9%	24.8%	-13.5%	-6.6%
> Cc1cc(=O)[nH]c(SCc2nc3ccccc3s2)n1
 : -2.3	-28.5	0.0%	-24.7%	-5.4%	-7.8%	-4.8%	-2.2%[9.22 µM]	1.1%
> O=C(CCCOc1ccccc1)Nc1cccc(S(=O)(=O)N2CCCCC2)c1
 : -0.7	2.8	6.4%	-14.4%	5.5%	nt	-29.1%	-5.5%	6.2%
> CCCCOC(=O)Nc1nnc(CC(=O)NCc2ccccc2)s1
 : -1.7	8.3	-5.7%	8.7%	-16.7%	-4.1%	5.2%	10.0%	-0.3%
> CCc1ccc(OCC(=O)N(Cc2ccccc2)C2CCS(=O)(=O)C2)cc1 (configuration not stated)
 : 6.0	25.6	2.4%	1.7%	-13.8%	13.6%	-6.5%	2.5%	4.3%
> CN1/C(=C\C(=O)c2ccco2)c2ccccc2CC1(C)C
 : -2.0	nt	-0.2%	-0.7%	0.5%	-3.4%	-3.6%	12.4%	-8.0%
> CCc1nc2ccc(C(=O)N(C)Cc3ccco3)cn2c1N(C)Cc1ccc(OC)cc1
 : -0.2	2.3	2.7%	-3.9%	-1.3%	6.5%	-13.9%	-4.2%	-7.2%
> CCOc1cc(C(=O)Nc2ccc(S(=O)(=O)Nc3onc(C)c3C)cc2)cc(OCC)c1OCC
 : -0.6	1.7	-1.9%	-22.9%	1.3%	18.1%	0.5%	-1.0%	-0.6%
> CCNc1nc(NC(N)=S)nc(NC(C)(C)C)n1
 : -1.1	-4.1	9.1%	-6.4%	26.7µM*	2.0%	-14.7%	-5.4%	4.5%
> N#Cc1ccc(COc2ccc(CCO)cc2-n2nc3ccccc3n2)cc1
 : 0.0	8.2	3.5%	-6.4%	0.3%	38.5%	2.0%	7.2%	-3.2%
> O=C(NCc1cccs1)c1csc([C@H]2C[C@H](O)[C@@H](CO)O2)n1
 : -0.4	-1.0	-7.3%	0.5%	-10.2%	-23.0%	2.1%	-6.2%	2.9%
> CCC(Sc1ncccc1Nc1ccccn1)C(=O)O (configuration not stated)
 : 2.3	1.1	-0.4%	-2.0%	-6.2%	-2.3%	-14.5%	-8.9%	-8.4%

High-throughput results from PubChem.
